# AmpC inh detg: blocks E. coli AmpC beta-lactamase in detergent assay; AID 485294; 370,000 tested, 0.041% active; P00811; Potency, µM (top dose mostly 114 µM), inactives show at the highest dose activity change, negative = inhibition, actives largely listed as inhibitors; AmpC hydrolysis of nitrocefin, absorbance 480 nm, 0.01% Triton;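 also: potency is read from the fitted curve at half-maximal effect; 0% = no-compound wells and -100% = no-enzyme wells; nearly all actives have a fitted effect of over 25% in size; some results filed as inactive show a strong effect at the top dose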
# Target sequence (P00811 whole entry, looked up): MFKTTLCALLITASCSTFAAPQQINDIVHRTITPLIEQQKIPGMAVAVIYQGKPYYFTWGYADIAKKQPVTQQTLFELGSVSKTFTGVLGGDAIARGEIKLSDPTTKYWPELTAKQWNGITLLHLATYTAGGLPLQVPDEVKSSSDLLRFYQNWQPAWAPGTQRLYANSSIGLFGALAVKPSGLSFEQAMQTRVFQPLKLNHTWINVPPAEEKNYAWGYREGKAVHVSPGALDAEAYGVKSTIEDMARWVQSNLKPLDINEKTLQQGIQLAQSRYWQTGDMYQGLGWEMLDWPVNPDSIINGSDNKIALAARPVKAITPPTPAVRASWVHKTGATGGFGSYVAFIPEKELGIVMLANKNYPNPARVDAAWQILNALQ
#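 20 mM phosphate pH 7.0 + 0.01% (detergent screen) or 0.0001% Triton X-100; 5.3 nM AmpC reagent; cpd preinc 15 min RT; nitrocefin (800 uM stock) to start; A480 q20 s × 4 min; Activity was normalised to no-enzyme and no-compound control wells.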
# TbPYK inhibitor: blocks Trypanosoma brucei pyruvate kinase | TbPYK enzyme, Kinase-Glo Plus ATP luminescence, 45 min | Potency, µM (highest dose often 76.8 µM), inactives show at the top dose activity, negative = inhibition, most hits filed as inhibitors | Q57TT1 | 410,000 tested, 0.12% active | AID 624173; also: potency is read from the fitted curve at half-maximal effect; nearly all actives have a fitted effect of over 50% in size
#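 Enzyme and substrate buffer are dispensed first and compound is pin-transferred. ADP at 130 uM final then starts the reaction, which runs 45 min at room temperature. Detection reagent is added for 10 min before luminescence is imaged.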
# HCMV antiviral: inhibitors of human cytomegalovirus | HFF cells, HCMV-luciferase reporter, 72 h; stronger effect = lower value | activity change, negative = inhibition, % at 57.5 µM | 410,000 tested, 4.5% active | AID 1259415; in the data active = activity change below about -60%; inconclusive = no clear call, values can overlap the other calls; inactive = above about -39%
#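 Two-dose cell screen: HFF monolayers treated with compounds and infected with luciferase-expressing HCMV at 1 PFU/cell, 72 h at 37C, then lysed for luciferase measurement.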
# AmpC inh no detg: inhibitors of E. coli AmpC beta-lactamase without detergent; AmpC nitrocefin hydrolysis, absorbance 480 nm, 0.0001% Triton; P00811; 330,000 tested, 0.52% active; Potency, µM (highest dose often 57.1 µM), for inactives: at the top dose activity change, negative = inhibition, usual class: inhibitors;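 also: potency is read from the fitted curve at half-maximal effect; plate controls were no compound for no effect and no enzyme for full effect; nearly all actives have a fitted effect of over 20% in size; some results filed as inactive show a strong effect at the top dose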
#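 AmpC (5.3 nM in the dispensed reagent) in 20 mM phosphate pH 7.0 with 0.01% (detergent screen) or 0.0001% Triton X-100 was preincubated with compounds for 15 min at room temperature. Nitrocefin was then added from an 800 uM solution, and hydrolysis was followed at 480 nm.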
# AMA1-RON2 inh: disrupts binding of P. falciparum AMA1 to RON2; AlphaScreen AMA1-biotinylated RON2 peptide binding; Potency, µM (top dose mostly 58.2 µM), for inactives: at the highest dose activity change, negative = inhibition, usual class: inhibitors; 360,000 tested, 0.2% active;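 also: potency is read from the fitted curve at half-maximal effect; 0% = vehicle wells and -100% = peptide control; nearly all actives have a fitted effect of over 45% in size; some results filed as inactive show a strong effect at the top dose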
#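 AMA1 (3D7) with his tag at 25 nM final met compounds first, then biotinylated RON2 peptide at 25 nM; detection used donor plus acceptor beads, 10 µg/mL apiece, read by AlphaScreen after 30 min at room temperature.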
# HCV inhibitor: HCV inhibition; Huh7.5.1 HCVcc-Cre infection, luciferase reporter, 44 h; Potency, µM (top dose mostly 41.8 µM), inactives show top-dose activity change, negative = inhibition, actives largely listed as inhibitors; 340,000 tested, 3.4% active; also: potency is read from the fitted curve at half-maximal effect
#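 Cells seeded at 1,000/well and cultured 4 h, then compounds added followed by HCVcc-Cre virus (~0.5 moi). After 44 h further culture, luciferase substrate was added, plates held 15 min at room temperature, and luminescence read for 15 sec.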
# LmPK inhibitor: inhibitors of Leishmania mexicana pyruvate kinase; Q27686; purified LmPK, Kinase-Glo ATP luminescence, 1 h; Potency, µM (titrated, usually from 57.5 µM), for inactives: at the top dose activity change, negative = inhibition, usual class: inhibitors; 290,000 tested, 0.37% active; AID 1721; also: potency is read from the fitted curve at half-maximal effect
# Target sequence (Q27686 whole entry, looked up): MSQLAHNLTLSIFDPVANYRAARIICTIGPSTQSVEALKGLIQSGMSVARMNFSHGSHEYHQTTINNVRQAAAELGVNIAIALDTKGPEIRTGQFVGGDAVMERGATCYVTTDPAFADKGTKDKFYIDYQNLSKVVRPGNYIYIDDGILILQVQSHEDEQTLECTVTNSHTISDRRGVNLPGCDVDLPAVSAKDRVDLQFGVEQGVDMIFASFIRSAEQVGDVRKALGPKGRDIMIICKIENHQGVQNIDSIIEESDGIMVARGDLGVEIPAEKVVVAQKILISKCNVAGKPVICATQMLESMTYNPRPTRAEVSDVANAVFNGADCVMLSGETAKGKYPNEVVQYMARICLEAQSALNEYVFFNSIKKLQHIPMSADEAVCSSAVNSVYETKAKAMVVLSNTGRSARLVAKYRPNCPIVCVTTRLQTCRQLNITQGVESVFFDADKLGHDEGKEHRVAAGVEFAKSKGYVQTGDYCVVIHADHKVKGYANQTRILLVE
#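 0.1 nM LmPK, 0.5 mM PEP, 0.1 mM ADP; 50 mM imidazole pH 7.2, 7 mM MgCl2, 50 mM KCl; 1 h RT. Kinase-Glo luminescence readout, normalized to no-enzyme (full inhibition) and uninhibited wells.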
# An asterisk follows results filed as active; u = inconclusive; x = not tested or not shown; [ ] = another dose, or the depositor's remark. Unless noted, calls follow the shape of the dose curve; as a rule, active = well fitted curve in the direction sought with a large enough effect; inconclusive = small, poorly fitted or top-dose-only effect, or another doubt; inactive = no such curve, though single readings can be large; an effect the other way counts as inactive or inconclusive. Unless noted, % is scaled to controls: 0 for no effect and ±100 for the full control effect.
SMILES,AmpC inh detg,TbPYK inhibitor,HCMV antiviral,AmpC inh no detg,AMA1-RON2 inh,HCV inhibitor,LmPK inhibitor
Cc1ccc(SCCNC(=O)c2ccccc2F)cc1,u,4%,17,u,18%,5%,-9%
CN(CCOc1cccc(C(F)(F)F)c1)Cc1ccccc1,-3%,0%,-12,-2%[2.29 µM],-17%,5%,2%
CC(C)OCCCn1c(=S)[nH]c2ncccc2c1=O,-1%,-11%,23,-10%,14%,17%,1%
O=C(CCCc1nc(-c2ccccc2)no1)Nc1cc(C(F)(F)F)cc(C(F)(F)F)c1,20%,2%,-4,x,x,x,x
CC(=O)c1ccc(NC(=O)CSc2nnc(-c3ccoc3C)n2Cc2ccccc2)cc1,-3%,5%,-19,25%,9%,u,2%
COC(=O)c1cc(S(=O)(=O)N2CCN(c3cc(C)ccc3C)CC2)c[nH]1,-11%,9%,10,-7%,11%,5%,-2%
O=C(O)c1cccc2c1-c1ccccc1/C2=N\Nc1ccccc1,0%,-1%,191,-28%,-10%,21%,5%
O=C(Nc1ccc2oc(=O)ccc2c1)c1ccccc1[N+](=O)[O-],6%,2%,-16,-23%,1%,-6%,-2%[11.5 µM]
CCCCCCNC(=O)CCc1c(C)nc2nc(-c3cc(OC)cc(OC)c3)nn2c1C,1%,4%,5,x,x,x,x
O=C(Cc1coc2ccc3ccccc3c12)N1CCCC1,-5%,-2%,-5,4%,0%,u,4%
CC(C)OCCCNC(=O)c1cc(-c2cccs2)nc2ccccc12,-9%,-7%,-3,43%,8%,u,5%
O=C(COC(=O)CNC(=O)c1sc2ccccc2c1Cl)Nc1c(Cl)cc(Cl)cc1Cl,-5%,11%,-30,-57%,-21%,28%,2%
CCOC(C(=O)OCCCN(CC)CC)(c1ccccc1)c1ccccc1,-8%,-5%,u,42%,-3%,-12%,2%
CCOc1ccc(NC(=O)c2cccnc2SC)cc1,-9%,-1%,-30,-3%,0%,-17%,-1%
Nn1c(SC/C=C/c2ccccc2)nnc1-c1ccccn1,-9%,-17%,8,-8%,u,6%,0%
C/C(=N\NC(=O)c1ccccc1[N+](=O)[O-])c1ccc(Br)s1,-2%,-4%,-14,-25%,-4%,-9%,6%
O=C(Cc1ccccc1Cl)NC1(O)C(=O)c2ccccc2C1=O,7%,-2%,-6,-8%,5%,9%,5%
COc1cccc(C=O)c1OC(=O)N1CCOCC1,4%,3%,13,-17%,8%,18%,2%
CCCn1c(/N=C/c2ccc3c(c2)OCO3)nc2ccccc21,5%,-5%,-16,-7%,0%,10%,6%
O=c1c2ccccc2nc(CSc2nnnn2-c2ccccc2)n1-c1ccccc1,1%,1%,24,-21%,-3%,u,6%
O=C1OC(Nc2ccc(Br)cc2F)c2ccccc21 (configuration not stated),-9%,3%,-30,8%,6%,16%,5%
CN(C)c1ccc(-c2cc(NC=O)c3ncc(-c4ccc(F)c(Cl)c4)n3c2)cc1,x,-6%,25,x,-7%,x,x
CCOC(=O)CNC(=O)c1sc(NC(=O)c2cccc(F)c2)nc1C,u,-1%,25,-10%,-13%,14%,-10%
CCOc1ccc(C(=O)NCC(=O)NCC(c2cccs2)N2CCOCC2)cc1 (configuration not stated),u,1%,-23,-9%,63%[activator],10%,x
CC(=O)Nc1ccc(S(=O)(=O)N2CCCC2C(=O)Nc2ccc3c(c2)OCCO3)cc1 (configuration not stated),8%,-8%,-13,-17%,23%,19%,3%
N#C/C(=C\c1ccc(Oc2ccc(C(F)(F)F)cc2[N+](=O)[O-])cc1)c1nc2ccccc2[nH]1,0%,10%,-33,-58%,78%[activator],-12%,-2%
NC(=O)C1CCN(C(=O)c2cnn(-c3ccccc3)c2NC(=O)c2cccc(F)c2)CC1,-5%,-6%,11,1%,0%,9%,0%
CCOc1ccccc1N1CCN(CC(=O)Nc2nccs2)CC1,x,7%,-9,x,3%,x,x
C/C=C(\C)CN1CCN(c2cc(C)ccc2C)CC1,1%,1%,2,-40%,-18%,-15%,0%
CCOC(=O)N1CCN(C(=O)/C(=C/c2ccc(OC)cc2)NC(=O)c2ccccc2)CC1,-9%,-3%,108,43%,-7%,-1%,-4%
Cc1cc(C(=O)N/N=C/c2c[nH]c3ccccc23)c(C)o1,-8%,16%,1,-26%,36%[activator],-6%,0%
CCOC(=O)/C(C#N)=C/c1ccc(-c2ccc(Br)cc2)o1,12%,-2%,14,x,x,x,x
COc1cccc(C(=O)Nc2sc(C(C)C)cc2C(N)=O)c1OC,-14%,-12%,18,65%[activator],16%,u,3%
CC(C)Cn1c(N)c(C(=O)CSc2ncccn2)c(=O)n(C)c1=O,-12%,-3%,-36,-5%,6%,2%,x
Cc1nc2ccccc2c(=O)n1-c1cc([N+](=O)[O-])cc([N+](=O)[O-])c1,u,-1%,-30,-10%,-1%,u,2%
CCSc1nnc(-c2ccncc2)n1Cc1ccccc1,-3%,-10%,12,-10%,1%,21%,0%
N=C1C(c2ccccc2)=C(O)CN1c1cccc2ccccc12,0%,3%,-32,-33%,0%,-7%,3%
Cc1ccc(CNC(=O)c2sc3nc4c(c(C(F)(F)F)c3c2N)CCC4)cc1,u,2%,-31,-16%,11%,-8%,-1%
C/C(=N/O)c1ccc(Oc2cnccn2)cc1,2%,-6%,39,-11%,9%,-2%,3%
COc1ccc(Cn2c(=O)c3c(nc(NCCO)n3C)n(C)c2=O)cc1,-16%,-9%,14,-8%,-5%,5%,0%

# Compound profiles, as listed above:
# CC(=O)Nc1ccc(S(=O)(=O)N2CCCC2C(=O)Nc2ccc3c(c2)OCCO3)cc1 (configuration not stated) as listed: AmpC inh detg = 8%; TbPYK inhibitor = -8%; HCMV antiviral = -13; AmpC inh no detg = -17%; AMA1-RON2 inh = 23%; HCV inhibitor = 19%; LmPK inhibitor = 3%
# CCSc1nnc(-c2ccncc2)n1Cc1ccccc1 as listed: AmpC inh detg = -3%; TbPYK inhibitor = -10%; HCMV antiviral = 12; AmpC inh no detg = -10%; AMA1-RON2 inh = 1%; HCV inhibitor = 21%; LmPK inhibitor = 0%

# Further entries follow.
SMILES,AmpC inh detg,TbPYK inhibitor,HCMV antiviral,AmpC inh no detg,AMA1-RON2 inh,HCV inhibitor,LmPK inhibitor
NS(=O)(=O)c1ccc(Cl)c(C(=O)Nc2ccccc2[N+](=O)[O-])c1,3%,3%,-19,-21%,5%,-2%,7%
O=C1CN(c2nc3nonc3nc2N2CCCCC2)CCN1,2%,-3%,36,3%,-8%,9%,3%
S=c1[nH]nc(COc2ccc3ccccc3c2)o1,u,u,-6,-26%,35%[activator],12%,2%
COc1ccc(S(=O)(=O)N2CCOCC2)cc1C(=O)Nc1ccc2c(c1)OCO2,-8%,3%,4,-13%,-3%,x,4%
Cc1ccccc1NC(=O)C1CCC(=O)N1 (configuration not stated),-6%,1%,53,8%,-8%,14%,3%
COc1ccc(C2CC(C(F)(F)F)n3ncc(C(=O)NCC4CCCO4)c3N2)cc1OC (configuration not stated),u,-7%,-8,63%[activator],1%,0%,-3%
Cc1nn(Cc2ccccc2)c(C)c1/C=N/NC(=O)c1ccccc1O,2%,0%,13,-30%,120%[activator],6%,3%
Cc1onc(-c2ccccc2)c1C(=O)c1c[nH]c(C(=O)NCCCN2CCOCC2)c1,u,4%,-5,-13%,-7%,u,2%
Cc1ccccc1N1CCN(S(=O)(=O)c2nnc(NC(=O)c3ccc(C(C)C)cc3)s2)CC1,18%,-2%,-16,x,x,x,x
Cc1ccc(NC(=O)Cc2ncon2)cc1Cl,3%,-1%,25,-7%,-1%,-6%,2%
COc1cccc(C(=O)NCCc2sc(-c3cccc(C)c3)nc2C)c1,1%,0%,5,x,x,x,x
Cc1c(N=Nc2c(O)n(C)c(=O)n(C)c2=O)c(=O)n(-c2ccccc2)n1C,u,4%,-4,-14%,93%[activator],31%[activator],-1%
Cc1cc(C)c(NC(=S)NC(=O)c2c(Cl)c(C)nn2C)c([N+](=O)[O-])c1,u,-5%,-36,-7%,20%,7%,-5%
Cc1ccc(NC(=O)CN2CCC(NC(=O)c3ccccc3F)CC2)cc1C,u,-1%,6,28%,16%,-9%,2%
COc1ccc(CC(=O)Nc2sc3c(c2C#N)CC(C)(C)NC3(C)C)cc1OC,-19%,2%,-29,-8%,1%,-15%,-2%
COc1cc(OC)cc(C(=O)NCC(=O)OC(C)C(=O)NC(C)C2CC3CCC2C3)c1 (configuration not stated),x,0%,-8,96%[activator],-5%,-11%,x
O=C(COC(=O)c1ccco1)NCc1ccc(Cl)cc1Cl,x,-3%,2,-22%,-8%,18%,x
CCCCn1c(CCCNC(=O)CC)nc2ccccc21,-6%,4%,3,27%,-3%,8%,-11%
CC(=O)CCc1c(C)nc2ccc(C)cc2c1Cl,-9%,0%,-80*,116%[activator],-15%,-12%,-2%
COC(=O)c1ccc(CN2CCCC(CNC(=O)Cc3ccc(OC)cc3)C2)cc1 (configuration not stated),u,-4%,-5,-6%,1%,6%,0%
CCOC(=O)C1CCCN(CC(=O)Nc2c(F)c(F)c(F)c(F)c2F)C1 (configuration not stated),-10%,1%,4,27%,21%,11%,5%
Cn1c(=O)c2c(nc(NCc3ccc4c(c3)OCO4)n2Cc2ccccc2)n(C)c1=O,-15%,-4%,-19,4%,3%,u,6%
Cc1cccc(COc2ccccc2C(=O)OCC(=O)N(C)c2c(N)n(Cc3ccccc3)c(=O)[nH]c2=O)c1,-6%,-1%,-27,110%[activator],5%,u,0%
O=C(N/C(=C\c1ccc(Br)cc1)C(=O)N1CCOCC1)c1ccc([N+](=O)[O-])cc1,u,3%,6,21%,-3%,7%,14%
COc1cc(OC)cc(OC(=O)c2ccc3c(=O)n4c(nc3c2)CCC4)c1,-14%,8%,-20,139%[activator],-3%,-23%,x
Cc1ccc(S(=O)(=O)CCSc2nccn2C)cc1,-8%,-6%,37,91%[activator],13%,2%,0%
Cc1ccc([C@@H]2CC=C(C(=O)O)[C@H](c3cccc(F)c3)N2S(=O)(=O)c2ccccc2C)cc1,x,4%,51,-21%,-12%,2%,x
O=C(NC1CC1)C(=O)c1c[nH]c2ccccc12,-11%,1%,42,-14%,-10%,10%,-2%

# Rewritten bar-delimited: 2 of the compounds above.
structure | AmpC inh detg | TbPYK inhibitor | HCMV antiviral | AmpC inh no detg | AMA1-RON2 inh | HCV inhibitor | LmPK inhibitor
O=C(N/C(=C\c1ccc(Br)cc1)C(=O)N1CCOCC1)c1ccc([N+](=O)[O-])cc1 | u | 3% | 6 | 21% | -3% | 7% | 14%
CC(=O)CCc1c(C)nc2ccc(C)cc2c1Cl | -9% | 0% | -80* | 116%[activator] | -15% | -12% | -2%

# Screening data (PubChem BioAssay)
